Tcruzi prolif: T. cruzi intracellular proliferation inhibitors, primary screen, cell-based, beta-gal Tulahuen parasites, NIH3T3 host, luminescence | T. cruzi beta-gal in NIH3T3, GalScreen luminescence, 90 h | inhibition, % at 8.34 µM | actives 5.9% (n = 77,000);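 active = mean inhibition above about 93%, with at least 55% of replicates each passing it, limit read from the data, passing the limit was not always enough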
C diff HTS: C. difficile growth inhibitors, primary screen, HTS | Clostridium difficile clinical isolate growth, OD600, 24 h; stronger effect = lower value | growth activity, negative = inhibition, % at 16 µg/mL (by protocol) | actives 0.25% (n = 86,000) | AID 1259249, 2017;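 active = mean growth activity at or below -80% and every replicate also at or below -80%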;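 also: 0% = DMSO wells and -100% = levofloxacin 16 µg/mL wells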
Pf Dd2 inh: P. falciparum Dd2 growth inhibitors, primary screen, SYBR Green fluorescence, single dose replicates; 72 h; stronger effect = lower value; activity change, % at 10 µM; actives 2.3% (n = 94,000); AID 1159554, 2015; in the data active = activity change below about -80%
GASC1 inh: inhibitors of GASC-1 (KDM4C) histone demethylase, primary screen, biochemical, single concentration HTS; GST-KDM4C 2-372, H3K9me3 peptide, LANCE TR-FRET; inhibition, % at 12.5 µM; actives 0.15% (n = 96,000);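 active = mean replicate inhibition above about 25%, with at least 55% of replicates also reaching it, limit read from the data, passing the limit was not always enough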
Target sequence (Q9H3R0 2-372 limits assumed): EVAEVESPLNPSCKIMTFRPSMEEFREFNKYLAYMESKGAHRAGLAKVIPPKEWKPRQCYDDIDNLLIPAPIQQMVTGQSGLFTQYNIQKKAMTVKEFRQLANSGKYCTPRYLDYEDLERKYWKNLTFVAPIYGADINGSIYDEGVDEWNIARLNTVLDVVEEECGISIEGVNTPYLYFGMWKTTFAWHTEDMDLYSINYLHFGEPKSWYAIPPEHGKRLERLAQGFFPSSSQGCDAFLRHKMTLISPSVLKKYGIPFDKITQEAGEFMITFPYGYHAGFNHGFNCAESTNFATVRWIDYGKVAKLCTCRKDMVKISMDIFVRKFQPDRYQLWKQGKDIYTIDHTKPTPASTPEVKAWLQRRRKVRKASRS
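System: N-terminal GST-fused human GASC-1 (KDM4C) fragment, residues 2-372; amount: enzyme final amount 10 nM; incubation: reaction 30 min RT, detection step 1 h RT; medium: HEPES buffer, pH 7.5, plus ascorbate; technique: LANCE TR-FRET, Eu antibody, ULight-streptavidin, EDTA, ex 340 nm, em 618/671 nm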
* = called active by the depositor; . = no result given; & = joins results of further samples. Hits appear at their usual frequency; any-hit rate near 7%.

1) CN(C)C(=O)C[C@H]1C[C@H]2c3cc(NC(=O)Nc4ccccc4)ccc3O[C@H]2[C@H](CO)O1
2) C[C@H](O)C#Cc1ccc([C@@H]2[C@@H](CO)N3CCCCN(C(=O)c4ccc5c(c4)OCO5)C[C@@H]23)cc1
3) Cc1ccccc1S(=O)(=O)N1CC(=O)N2[C@@H](CO)[C@H](c3ccc(C#CCC(C)C)cc3)[C@@H]2C1
4) C[C@@H]1CN([C@H](C)CO)S(=O)(=O)c2ccc(C#CC3CCCC3)cc2O[C@H]1CN(C)C(=O)Nc1cc(F)ccc1F
5) O=C(C[C@@H]1C=C[C@H](NS(=O)(=O)c2cccc(F)c2)[C@@H](CO)O1)NCc1ccc2c(c1)OCO2
6) N#C[C@H]1[C@@H](c2ccc(C3=CCCCC3)cc2)[C@@H](CO)N1S(=O)(=O)c1cccc(F)c1
7) C[C@H]1CN([C@@H](C)CO)C(=O)c2cc(NS(=O)(=O)c3ccc(Cl)cc3)ccc2O[C@H]1CN(C)Cc1ccc(C(=O)O)cc1
8) C[C@H](CO)N1C[C@H](C)[C@@H](CN(C)S(=O)(=O)c2cccs2)Oc2ccc(NS(C)(=O)=O)cc2C1=O

Assay by compound | 1 | 2 | 3 | 4 | 5 | 6 | 7 | 8
Pf Dd2 inh | 1 | 4 | -12 | -18 | -3 | -15 | -6 | 25
Tcruzi prolif | -3 | 97* | . | . | . | 105* | 92 | 56
C diff HTS | 1 | -9 | 0 | 7 | -2 | 3 | . | .
GASC1 inh | -2.3 | 11 | -0.7 | -1.2 | 0.4 | -1.8 | 0.4 | -0.5

9) CNC(=O)C[C@@H]1CC[C@@H]2[C@H](COC[C@H](O)CN2C(=O)Nc2cccc(OC)c2)O1
10) C[C@@H]1CN([C@H](C)CO)C(=O)c2cccc(N(C)C)c2O[C@@H]1CN(C)S(C)(=O)=O
11) CC(=O)N(C)C[C@@H]1Oc2cc(C#CCN(C)C)ccc2S(=O)(=O)N([C@@H](C)CO)C[C@H]1C
12) CC(C)NC(=O)Nc1ccc2c(c1)C(=O)N([C@H](C)CO)C[C@H](C)[C@H](CN(C)C)O2
13) Cc1noc(C)c1S(=O)(=O)Nc1ccc2c(c1)CC(=O)N([C@H](C)CO)C[C@@H](C)[C@H](CN(C)C(=O)Nc1cccc3ccccc13)O2
14) C[C@@H]1CN([C@@H](C)CO)C(=O)c2cccc(NC(=O)c3ccc(-c4nccs4)cc3)c2O[C@@H]1CN(C)Cc1ccc(C(=O)O)cc1
15) C[C@@H]1CN([C@H](C)CO)C(=O)c2cccc(NC(=O)c3ccncc3)c2O[C@@H]1CN(C)Cc1ccc(Oc2ccccc2)cc1
16) C[C@H](O)C#Cc1ccc2c(c1)O[C@@H](CN(C)C(=O)CC1CC1)[C@@H](C)CN([C@H](C)CO)S2(=O)=O

Assay by compound | 9 | 10 | 11 | 12 | 13 | 14 | 15 | 16
Pf Dd2 inh | -4 | -3 | 21 | -14 | -10 | 3 | -25 | .
Tcruzi prolif | 42 | -15 | 76 | -18 | 14 | -178 | 74 | -3
C diff HTS | . | -1 | -2 | -1 | -4 | -1 | 2 | 3
GASC1 inh | -3.6 | 0.8 | 2.4 | 4.0 | 2.0 | -1.0 | 1.8 | .

17) CN(C)CCCNC(=O)C[C@H]1CC[C@H]2[C@H](COc3ccc(NC(=O)C4CCC4)cc3C(=O)N2C)O1
18) C[C@@H]1CN([C@H](C)CO)C(=O)c2c(c3ccccc3n2C)-c2ccccc2CO[C@H]1CN(C)S(C)(=O)=O
19) CCC(=O)N1C[C@@H](O)COC[C@H]2O[C@@H](CC(=O)NCc3cc(F)cc(F)c3)CC[C@@H]21
20) C[C@@H]1CN([C@H](C)CO)S(=O)(=O)c2ccc(-c3cccnc3)cc2O[C@H]1CN(C)Cc1cncnc1
21) C[C@H](CO)N1C[C@H](C)[C@@H](CN(C)S(=O)(=O)c2cn(C)cn2)Oc2cc(C#Cc3ccccc3)ccc2S1(=O)=O
22) C[C@@H](O)C#Cc1ccc([C@H]2[C@@H](CO)N3CCCCN(CC4CC4)C[C@H]23)cc1
23) O=C(C[C@@H]1C[C@@H]2c3cc(NC(=O)Nc4ccc(C(F)(F)F)cc4)ccc3O[C@@H]2[C@H](CO)O1)NC1CCCCC1
24) O=C(c1ccccn1)N1CC(=O)N2[C@@H](CO)[C@H](c3ccc(C#CC4CCCC4)cc3)[C@@H]2C1

Assay by compound | 17 | 18 | 19 | 20 | 21 | 22 | 23 | 24
Pf Dd2 inh | 11 | 9 | 0 | 21 | -65 | 13 | -13 | 3
Tcruzi prolif | -8 | 13 | 30 | 8 | 105* | 87 | . | .
C diff HTS | -3 | . | 43&1 | -2 | 0 | 13 | 5 | -8
GASC1 inh | -0.1 | 0.0 | 2.8 | -0.9 | -9.0 | 2.2 | -13 | -1.9

25) CC(C)NC(=O)Nc1cccc2c1O[C@H](CN(C)CC1CCCCC1)[C@H](C)CN([C@H](C)CO)C2=O
26) C[C@@H]1CN([C@H](C)CO)C(=O)c2c(c3ccccc3n2C)-c2ccccc2CO[C@H]1CN(C)Cc1cccc(O)c1
27) CCS(=O)(=O)N[C@H]1C=C[C@@H](CC(=O)Nc2ccc(-c3ccccc3)cc2)O[C@@H]1CO
28) CCC(=O)N(C)C[C@H]1Oc2ncc(C#Cc3ccccc3)cc2C(=O)N([C@@H](C)CO)C[C@H]1C
29) C[C@H](CO)N1C[C@H](C)[C@H](CN(C)S(C)(=O)=O)OCCCC[C@H](C)Oc2ccc(NS(=O)(=O)c3cn(C)cn3)cc2C1=O
30) C/C=C/c1ccc([C@H]2[C@H](CO)N(C(C)=O)[C@H]2CNC(=O)CC2CC2)cc1
31) CC(C)NC(=O)N(C)C[C@@H]1Oc2c(NC(=O)c3ccncc3)cccc2C(=O)N([C@@H](C)CO)C[C@H]1C
32) Cc1ccc(S(=O)(=O)N[C@H]2CC[C@H](CCn3cc(C4CC4)nn3)O[C@@H]2CO)cc1

Assay by compound | 25 | 26 | 27 | 28 | 29 | 30 | 31 | 32
Pf Dd2 inh | -26 | -28 | 5 | -1 | 87 | -14 | 8 | 0
Tcruzi prolif | -45 | . | -17 | 30 | 6 | 66 | . | .
C diff HTS | -1 | -10 | . | -1 | -2 | 0 | -1 | 1
GASC1 inh | -4.6 | -1.5 | 1.3 | -1.5 | 2.2 | -3.6 | 0.4 | 5.1

33) O=S(=O)(N[C@@H]1CC[C@H](CCn2cc(-c3cccnc3)nn2)O[C@H]1CO)c1ccc(F)cc1
34) C[C@@H]1CN([C@H](C)CO)S(=O)(=O)c2ccc(Br)cc2O[C@H]1CN(C)S(=O)(=O)c1ccccc1
35) Cc1noc(C)c1S(=O)(=O)Nc1ccc2c(c1)C(=O)N([C@@H](C)CO)C[C@H](C)[C@H](CN(C)S(=O)(=O)c1cn(C)cn1)OCCCC[C@H](C)O2
36) Cc1ccc(S(=O)(=O)N(C)C[C@@H]2OCCCC[C@H](C)Oc3ccc(NS(=O)(=O)c4ccc(Cl)cc4)cc3C(=O)N([C@H](C)CO)C[C@@H]2C)cc1
37) CN(C)CCCNC(=O)C[C@@H]1CC[C@H]2[C@@H](COc3ccc(NC(=O)C4CCC4)cc3C(=O)N2C)O1
38) CS(=O)(=O)N1[C@H](C(=O)NCc2ccncc2)[C@@H](CO)[C@@H]2Cn3c(ccc(C4=CCCCC4)c3=O)[C@@H]21
39) O=C(C[C@H]1C=C[C@@H](NS(=O)(=O)c2ccccc2)[C@@H](CO)O1)NCc1ccc(Cl)c(Cl)c1
40) CC(C)(O)C#Cc1ccc([C@@H]2[C@H]3CN(Cc4ccccc4F)CCCCN3[C@H]2CO)cc1

Assay by compound | 33 | 34 | 35 | 36 | 37 | 38 | 39 | 40
Pf Dd2 inh | -1 | -11 | 4 | -46 | 13 | 0 | 17 | 5
Tcruzi prolif | -12 | . | 34 | 108* | 1 | 59 | 14 | 26
C diff HTS | 3 | 5 | 5 | 0 | 1 | -5 | . | 13
GASC1 inh | 5.2 | -1.5 | -0.2 | -1.6 | 4.8 | 0.3 | 0.7 | -0.5

41) O=C(C[C@H]1CC[C@@H](NS(=O)(=O)c2ccccc2)[C@@H](CO)O1)NCc1ccncn1
42) C[C@@H]1CN([C@@H](C)CO)C(=O)Cc2cc(NC(=O)CCCCCC(=O)Nc3ccccc3N)ccc2O[C@@H]1CN(C)Cc1ccccc1
43) COCC#Cc1ccc(CC[C@H]2O[C@H]3CC[C@@H](CO)O[C@H]3C[C@@H]2n2cc(C(C)(C)O)nn2)cc1
44) CCCNC(=O)Nc1ccc2c(c1)OC[C@H](C)N(C(=O)C1CC1)C[C@@H](C)[C@H](OC)CN(C)C2=O
45) COc1ccc(NC(=O)N[C@@H]2CC[C@H](CC(=O)NC3CCC3)O[C@H]2CO)cc1
46) CO[C@H]1CC[C@@H]2CCOc3ccc(C#N)cc3C(=O)N(C)C[C@@H](C)C(=O)N(C)C[C@H]1O2
47) COc1ccc(NC(=O)N(C)C[C@@H]2Oc3ccc(NC(=O)Cc4cn(C)c5ccccc45)cc3C(=O)N([C@H](C)CO)C[C@H]2C)cc1
48) CNC[C@@H]1Oc2ccc(N(C)C)cc2CC(=O)N([C@@H](C)CO)C[C@H]1C

Assay by compound | 41 | 42 | 43 | 44 | 45 | 46 | 47 | 48
Pf Dd2 inh | -2 | -71 | -40 | . | -12 | . | -15 | -67
Tcruzi prolif | 123* | 68 | . | 23 | 16 | -16 | -21 | 22
C diff HTS | 5 | -1 | 4 | . | . | -4 | -1 | 1
GASC1 inh | 0.2 | 1.1 | . | 0.0 | -3.2 | 0.2 | 0.5 | 6.7

2 entries from above, bar-delimited:
nr | SMILES | Pf Dd2 inh | Tcruzi prolif | C diff HTS | GASC1 inh
42 | C[C@@H]1CN([C@@H](C)CO)C(=O)Cc2cc(NC(=O)CCCCCC(=O)Nc3ccccc3N)ccc2O[C@@H]1CN(C)Cc1ccccc1 | -71 | 68 | -1 | 1.1
43 | COCC#Cc1ccc(CC[C@H]2O[C@H]3CC[C@@H](CO)O[C@H]3C[C@@H]2n2cc(C(C)(C)O)nn2)cc1 | -40 | . | 4 | .

(further entries)
49) C[C@@H]1CN([C@H](C)CO)C(=O)c2cccc(NC(=O)C3CCCCC3)c2O[C@@H]1CN(C)Cc1ccc(Cl)c(Cl)c1
50) COCCNC(=O)C[C@H]1CC[C@H]2[C@@H](COc3ccc(NC(=O)CC(F)(F)F)cc3C(=O)N2C)O1
51) CCCNC(=O)N[C@@H]1CC[C@@H](CCNS(=O)(=O)c2cccc(F)c2)O[C@@H]1CO
52) COc1ccc(S(=O)(=O)Nc2ccc3c(c2)C(=O)N([C@@H](C)CO)C[C@@H](C)[C@H](CN(C)C(=O)Nc2c(C)noc2C)OCCCC[C@H](C)O3)cc1

Assay by compound | 49 | 50 | 51 | 52
Pf Dd2 inh | -24 | 2 | -2 | 27
Tcruzi prolif | 97 | -7 | -10 | -30
C diff HTS | . | 0 | . | 0
GASC1 inh | 1.0 | -0.4 | 0.2 | 0.7

Five compounds from above, limited to Pf Dd2 inh and Tcruzi prolif:
No.	SMILES	Pf Dd2 inh	Tcruzi prolif
18	C[C@@H]1CN([C@H](C)CO)C(=O)c2c(c3ccccc3n2C)-c2ccccc2CO[C@H]1CN(C)S(C)(=O)=O	9	13
19	CCC(=O)N1C[C@@H](O)COC[C@H]2O[C@@H](CC(=O)NCc3cc(F)cc(F)c3)CC[C@@H]21	0	30
20	C[C@@H]1CN([C@H](C)CO)S(=O)(=O)c2ccc(-c3cccnc3)cc2O[C@H]1CN(C)Cc1cncnc1	21	8
21	C[C@H](CO)N1C[C@H](C)[C@@H](CN(C)S(=O)(=O)c2cn(C)cn2)Oc2cc(C#Cc3ccccc3)ccc2S1(=O)=O	-65	105*
22	C[C@@H](O)C#Cc1ccc([C@H]2[C@@H](CO)N3CCCCN(CC4CC4)C[C@H]23)cc1	13	87
